# Screens as filed in PubChem.
# HTRA1 inhibitor – HTRA1 (human) protease inhibition; Q92743; recombinant HTRA1, FP-rhodamine activity-based probe, fluorescence polarization; inhibition, % at 5.96 µM; hit rate 0.5% among 340,000; AID 504803; in the data active = inhibition above about 36%;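 note: 0% = enzyme with DMSO and 100% = wells lacking enzyme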
# TCR CD3 inh – human TCR-CD3 binding inhibition; TAMRA-labeled TCR probe fluorescence, biochemical; inhibition, % at 9.4 µM; hit rate 0.37% among 360,000; AID 651800; in the data active = inhibition above about 19%;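 note: recombinant mutant TCR 2C K166C tagged with TAMRA read by polarization; 0% = receptor in buffer alone and 100% = receptor with positive control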
# SIAE primary – inhibitors of human sialic acid acetylesterase SIAE. Q9HAT2. inhibition, % at 9.66 µM. SIAE FP-Rh probe binding, fluorescence polarization. hit rate 0.69% among 370,000. AID 1053197;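 active = inhibition above a cutoff: mean of compounds within the control limits plus 3 SD of those, cut at about 17% in these data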;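 note: 0% = plate median of compound wells and 100% = probe without SIAE protein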
# rCAG binder – binds r(CAG) RNA repeats | r(CAG) RNA repeat, TO-PRO-1 dye displacement fluorescence | inhibition, % at 3 µM | hit rate 1.3% among 370,000 | AID 651821;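 active = inhibition above the plate cutoff, the mean of all test compounds on that plate plus 3 SD, cut at about 35% in these data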;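 note: 0% = DMSO alone and 100% = 100 µM mitoxantrone as full dye displacement; higher means more dye released from RNA so lower well fluorescence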
# ABHD4 inh – inhibitors of mouse ABHD4 | Q8VD66 | hit rate 0.54% among 370,000 | inhibition, % at 8.92 µM | AID 720543 | purified mABHD4, FP-Rh probe fluorescence polarization;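 active = inhibition exceeding the mean over every tested compound plus 3 SD, cut at about 30% in these data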;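 note: 0% = plate median of compound wells and 100% = S159A mutant with DMSO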
# Target sequence (Q8VD66 whole entry, looked up): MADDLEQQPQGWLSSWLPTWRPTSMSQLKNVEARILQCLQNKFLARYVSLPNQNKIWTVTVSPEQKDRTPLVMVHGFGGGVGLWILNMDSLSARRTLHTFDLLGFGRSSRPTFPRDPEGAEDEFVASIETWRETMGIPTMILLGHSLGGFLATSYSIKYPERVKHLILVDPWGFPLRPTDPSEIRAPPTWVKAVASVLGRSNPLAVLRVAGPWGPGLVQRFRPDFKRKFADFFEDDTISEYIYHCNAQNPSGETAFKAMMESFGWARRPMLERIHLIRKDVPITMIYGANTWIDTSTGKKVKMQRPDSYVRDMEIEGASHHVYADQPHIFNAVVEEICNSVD
#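 assay system = mABHD4 protein | compound dosing = single nominal dose of 8.92 µM, 0.89% DMSO final | read-out basis = percent inhibition of probe binding, normalized to plate controls | schedule = Enzyme–compound pre-incubation 45 min, then probe 60 min, both 25 °C | detection = fluorescence polarization, excitation 525 nm, emission 598 nm, BODIPY TMR filters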
# LEDGF integ inh – blocks HIV-1 LEDGF/p75-dependent DNA integration. hit rate 0.64% among 370,000. TR-FRET IN-LEDGF/p75 DNA integration, Eu/Cy5. inhibition, % at 3.7 µM;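 active = inhibition above the screen-wide mean plus 3 SD, cut at about 13% in these data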;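 note: signal is the Cy5 over europium emission ratio at 671 and 618 nm; 0% = plate median of compound wells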
# PRMT1 inh – blocks human protein arginine methyltransferase 1 | Q99873 | recombinant PRMT1, activity-based probe fluorescence polarization | inhibition, % at 2.79 µM | hit rate 1.3% among 370,000 | AID 652257;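 active = inhibition above about 21% made by adding two undisclosed values, limit read from the data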
# NR1D1 modulator – modulates human Rev-erb alpha binding to DNA | P20393 | Rev-erbα–FITC-DNA binding, fluorescence polarization, 90 min | activity, % at 10 µM | hit rate 0.79% among 370,000 | AID 1259318;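 active = activity above about 14%, limit read from the data; passing the limit was not always enough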;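 note: 0% = DMSO wells with 35 nM protein and 100% = DMSO wells with 750 nM protein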
# Target sequence (P20393 whole entry, looked up): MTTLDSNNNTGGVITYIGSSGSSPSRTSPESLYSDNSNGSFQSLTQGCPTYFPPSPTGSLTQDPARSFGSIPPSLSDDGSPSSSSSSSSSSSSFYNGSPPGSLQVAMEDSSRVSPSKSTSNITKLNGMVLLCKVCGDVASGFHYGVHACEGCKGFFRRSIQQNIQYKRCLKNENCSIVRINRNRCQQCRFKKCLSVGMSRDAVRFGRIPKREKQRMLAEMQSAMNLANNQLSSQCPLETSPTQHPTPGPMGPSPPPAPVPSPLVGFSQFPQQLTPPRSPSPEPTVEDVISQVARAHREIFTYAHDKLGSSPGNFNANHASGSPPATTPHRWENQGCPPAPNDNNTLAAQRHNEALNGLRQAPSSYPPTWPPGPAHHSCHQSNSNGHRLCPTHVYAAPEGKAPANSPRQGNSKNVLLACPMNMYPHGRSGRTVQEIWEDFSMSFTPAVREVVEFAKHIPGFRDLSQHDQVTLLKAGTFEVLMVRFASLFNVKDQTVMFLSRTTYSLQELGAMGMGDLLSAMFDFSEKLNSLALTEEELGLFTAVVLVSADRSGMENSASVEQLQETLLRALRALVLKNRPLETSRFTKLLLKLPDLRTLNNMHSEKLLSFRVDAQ
# PG9 Ab binder – binds the HIV-1 gp120 antibody PG9; inhibition, % at 6.7 µM; TR-FRET gp120-PG9 antibody binding; hit rate 0.43% among 360,000; AID 624416; in the data active = inhibition above about 8.5%
# TDP2 inh – TDP2 (human) inhibition, absorbance primary screen; recombinant TDP2, T5PNP hydrolysis, p-nitrophenol absorbance 415 nm; O95551; inhibition, % at 12.8 µM; hit rate 0.34% among 370,000;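 active = inhibition above the mean of all tested compounds plus 3 SD, set per campaign, cut at about 25% in these data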;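 note: 0% = DMSO with enzyme and 100% = buffer with substrate but no TDP2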
#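 Material: recombinant human TDP2; quantity: TDP2 enzyme at 120 nM final; medium: Tris-HCl pH 7.5 with MgCl2; compound: single concentration, 12.8 µM nominal, with 1% DMSO; incubation: 2 h enzyme incubation at 37 °C; signal: epi absorbance; measure: percent inhibition; benchmarks: high control without enzyme, low control DMSO plus TDP2; repeats: singlicate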
# * = called active by the depositor; x = not tested or not shown. The list is partial; rates above refer to the full screens.
SMILES,HTRA1 inhibitor,TCR CD3 inh,SIAE primary,rCAG binder,ABHD4 inh,LEDGF integ inh,PRMT1 inh,NR1D1 modulator,PG9 Ab binder,TDP2 inh
Cc1ccc(CC(=O)N2CCN(c3cccc(C(F)(F)F)c3)CC2)cc1,-13,5,3,0,5,-1,0,1,1.1,4
Nc1nccc(-c2cccs2)n1,-1,-4,-2,-1,0,4,-6,3,-2.4,-6
Cc1ccc(F)c(NC(=S)Nc2cccc3ccccc23)c1,3,10,18*,4,8,-4,4,-4,0.2,-4
C=CCSc1nc2c(cnn2-c2ccc(C)c(C)c2)c(=O)[nH]1,-6,-7,7,7,-4,4,-4,-1,2.9,-19
CC(OC(=O)CCC1CCCCC1)C(=O)Nc1ccc(S(N)(=O)=O)cc1 (configuration not stated),-6,0,10,8,-11,1,-1,-5,2.2,1
OC(CN1CCN(c2cccc(C(F)(F)F)c2)CC1)c1c[nH]c2ccccc12 (configuration not stated),-9,4,1,2,0,-4,-3,-3,0.5,-3
CC(c1ccco1)N(C(=O)Nc1ccccc1)C1CCCCC1 (configuration not stated),4,-1,2,4,1,-1,-3,-4,-1.4,-1
COCC(C)n1c(SC(C)C(=O)NC2CCCCC2C)nc2ccccc2c1=O (configuration not stated),2,8,-1,-4,5,1,-2,-4,-1.5,21
COc1ccc(-c2c(C)nn3c(C)cc(C)nc23)cc1,8,2,5,-3,2,-3,1,-7,0.4,8
CCOC(=O)C(N=Nc1nn[nH]n1)C(C)=O (configuration not stated),-2,-5,6,4,4,-4,5,5,-1.4,9
COc1ccc2c(=O)c(-c3ccc(C)cc3)c(-c3ccccc3)oc2c1,-9,2,-4,6,-1,1,4,3,0.8,1
CSc1ccccc1NC(=S)Nc1ccccc1C(F)(F)F,0,4,-6,1,-3,-3,-4,-2,-2.3,2
Cc1ccc(S(=O)(=O)N2CCCC(C(=O)NCc3ccccc3F)C2)cc1 (configuration not stated),1,3,7,-2,0,-2,5,5,0.8,-11
O=C(CN1CCN(CC(=O)Nc2ccc(Cl)cc2)CC1)Nc1ccc(F)cc1,3,2,-3,-2,-2,1,-2,6,-0.5,-16
COc1ccc(CC(=O)N2CCc3cc(OC)c(OC)cc3C2O)cc1OC (configuration not stated),2,-7,1,0,3,0,-1,-3,1.7,6
COc1ccc(C2SCC(=O)N2CCc2ccc(OC)c(OC)c2)cc1 (configuration not stated),1,8,7,-5,-2,4,0,1,-2.1,0
Cc1cc(C(=O)N/N=C/c2cn(C)nc2C)c2ccccc2n1,-3,4,-3,1,11,0,-2,0,-0.9,-10
CCCCN1C2=NCCCN2c2ccccc21,0,-1,-3,-3,0,-7,-4,1,0.5,-2
COc1ccc(-c2ccc3ccccc3n2)cc1OC,-5,-2,-3,-2,0,-3,6,-1,1.7,7
Cc1ccc(S(=O)(=O)N2CCOCC2)cc1NC(=O)COC(=O)c1n[nH]c(=O)c2ccccc12,-3,-8,-1,4,-6,-1,7,0,0.8,0
CCc1ncc(C(O)c2cccc3ccccc23)n1C (configuration not stated),3,3,8,-2,0,1,-2,2,1.8,5
CCn1c(CCn2c3ccccc3c3ccccc32)n[nH]c1=S,-10,-3,2,3,4,-2,4,1,0.1,8
CCOC(=O)C(NC(=O)c1ccccc1)(OCc1ccccc1)C(F)(F)F (configuration not stated),-3,5,-9,-3,-1,-1,-1,0,-1.8,-2
Cc1cccc(/C=N/NC(=O)c2ccncc2)n1,0,-5,1,3,-1,-6,8,7,-1.2,-21
COc1ccccc1Nc1nc2c(s1)CCC2,6,-1,7,3,11,-4,5,0,-0.5,-6
# Later entries
SMILES,HTRA1 inhibitor,TCR CD3 inh,SIAE primary,rCAG binder,ABHD4 inh,LEDGF integ inh,PRMT1 inh,NR1D1 modulator,PG9 Ab binder,TDP2 inh
CCCCCNCc1cccn1C,-4,4,3,0,0,0,1,-2,-1.5,2
O=C(NCc1ccc(Cl)cc1)c1ccc(COCC(F)(F)F)o1,-6,9,0,-4,-7,-1,3,0,-0.1,1
Cn1c(=O)c2c(O)c(C=NCc3ccccc3)c(=O)n(C)c2n(C)c1=O,x,-4,8,-4,11,3,-3,1,-2.0,-11
COc1ccc2[nH]cc(CCNC(=O)C3CCCNC3=O)c2c1 (configuration not stated),8,-1,-2,0,3,-2,1,-4,1.7,1
CCC(C(=O)Nc1cc(C)cc(C)n1)c1ccccc1 (configuration not stated),x,-3,3,-5,1,4,-1,-7,-1.7,3
Cc1ccc(C(=O)N2CCCC(CCC(=O)N3CCN(c4ccccn4)CC3)C2)cc1C (configuration not stated),4,0,4,-9,4,2,-4,1,-2.1,-2
CC(=O)Nc1cncc(-c2cccc(N(C)C)c2)n1,x,-4,-3,3,8,-5,0,-1,-4.4,-7
C#CCSc1n[nH]c(=O)n1-c1cccc(C(F)(F)F)c1,-6,-5,-9,-2,-6,-1,2,0,0.5,14
O=C(NCCCN1CCOCC1)c1onc(CSc2nc3ccccc3[nH]2)c1C(=O)NCCCN1CCOCC1,-6,6,2,-8,7,2,1,-3,-1.9,2
CC(C)N1C(=O)C(=O)N(CC(=O)N2c3ccccc3NC(=O)CC2C)C1=O (configuration not stated),4,-2,-4,0,2,-4,-3,-7,-2.7,10
CCCCOC(=O)CNc1nnc(SCC(=O)OCC)[nH]c1=O,6,-10,-1,-5,-2,-4,74*,-4,0.6,-2
Cn1c(Cc2cccs2)nnc1SC/C=C/c1ccccc1,1,-4,2,-1,8,-2,0,0,0.4,-6
O=C(CSc1nnc(CNC(=O)c2c(F)cccc2F)o1)NCCc1ccccc1,4,-3,7,-4,2,0,2,3,1.2,-1
CCc1c(C)[nH]c2nc3ccccc3n2c1=O,4,1,-9,1,-12,2,5,-3,1.5,-18
CCCCC(NC(=O)c1ccc(C#N)cc1)C(=O)NCCC (configuration not stated),4,1,-1,1,4,-2,-1,-4,-2.8,3
CCOc1ccc(-c2noc([C@@H]3O[C@H](CO)[C@@H](O)[C@H]3O)n2)cc1,x,1,-1,1,-3,1,0,8,-1.7,-10
Cc1sc(NC(=O)CN(Cc2ccc(F)cc2)C(=O)C(C)C)c(C(N)=O)c1C,-9,-2,2,-3,-11,-4,2,1,-1.5,-12
Cc1ccn2c(NC3CCCC3)c(-c3ccccn3)nc2c1,26,-8,10,-7,12,-2,-3,0,-4.0,-9
COc1ccc(NC(=O)CCC(=O)N/N=C/c2cn(C)nc2C)cc1,x,3,2,4,11,1,-11,2,-1.9,-5
CCc1nnc(NC(=O)CSc2nnc(-c3ccccc3O)n2CC)s1,1,3,-1,2,1,-1,-2,1,-2.1,15
CC(C)C(=O)Nc1cccc(C(=O)Nc2ccccc2C(=O)O)c1,2,11,-8,8,-1,0,-1,-1,-1.4,-5
Cc1ccc(NC(=O)c2ccc(NCCCN3CCOCC3)c([N+](=O)[O-])c2)cc1Cl,-25,0,8,10,-6,0,-2,8,-1.4,2
CCc1cccc(CC)c1N1C(=O)C2=C(SCCCS2)C1=O,-4,8,3,-2,11,-1,10,-8,0.2,2
O=S(=O)(NCc1ccc(F)cc1)c1ccc(-n2cccn2)cc1,-1,4,-1,0,-6,-1,-4,-4,-1.9,10
O=C1N(Cc2ccccc2)c2ccc(Cl)cc2C12OCCO2,-5,6,4,-5,-3,3,-3,4,-1.4,9
# Carrying on.
SMILES,HTRA1 inhibitor,TCR CD3 inh,SIAE primary,rCAG binder,ABHD4 inh,LEDGF integ inh,PRMT1 inh,NR1D1 modulator,PG9 Ab binder,TDP2 inh
Cc1cc(C)nc(NS(=O)(=O)c2ccc(NC(=S)NC(=O)CC(C)C)cc2)n1,-3,-4,1,14,-5,-3,-2,0,-0.3,3
CCOC(=O)c1cn2nc(Oc3ccc(C#N)cc3)ccc2n1,-2,2,-12,-4,7,-1,1,1,-2.2,-1
CC1CC(C)CN(C(=O)c2ccc3c(=O)n(Cc4ccc5c(c4)OCO5)c(=S)[nH]c3c2)C1 (configuration not stated),-3,-8,-2,10,0,-2,-1,0,-0.5,2
C=CCn1c(SCC(=O)Nc2c(C)n(C)n(-c3ccccc3)c2=O)nnc1-c1ccncc1,1,5,-1,-1,-5,-1,5,0,-1.6,-6
Cc1cccc(OCCCC(=O)Nc2ccc(N3CCOCC3)cc2)c1,4,-8,1,-6,4,-1,1,1,-0.2,4
CC(=O)c1cc(F)c(N2CCN(c3ccc([N+](=O)[O-])cc3F)CC2)cc1C,0,0,6,3,-3,2,1,1,-3.7,-3
CCOC(=O)C1(Cc2ccc(O)cc2)NC(c2ccco2)C2C(=O)N(c3ccccc3F)C(=O)C21 (configuration not stated),2,7,0,2,0,0,2,-1,-0.9,12
COc1ccc(OC)c(NC(=O)CCN2CCN(c3ccccc3F)CC2)c1,-7,-1,6,-5,3,0,-2,-2,-0.1,5
CCN(C(=O)CSc1nc2cc(C(F)(F)F)ccc2n1Cc1ccccc1)C1CCS(=O)(=O)C1 (configuration not stated),1,-7,9,4,2,3,0,0,-3.5,-3
COc1ccc(Cc2nnc(SCC(=O)N(C)c3ccccc3)o2)cc1,0,5,-14,-5,6,-2,-2,-3,-1.0,1
C/C=C/c1ccc(OCCOCCOc2cccc3cccnc23)c(OC)c1,-4,4,5,-1,-1,-1,-1,1,-0.1,4
COc1cccc(NC(=O)CSCC(=O)Nc2ccccc2)c1,-3,-9,6,-3,4,-2,0,x,2.5,4
CCN(CC(=O)Nc1cccc(S(=O)(=O)N2CCCCC2)c1)Cc1ccccc1,-12,2,7,-3,-3,1,-1,3,-2.4,-1
CCN(CC)C(=O)[C@H]1C[C@H](CC(=O)NC(C)(C)C)C(=O)N2CCc3c([nH]c4ccc(Cl)cc34)[C@]12C,-4,7,4,0,-8,-2,-1,-6,0.4,-5
Fc1ccc2cnc(-c3ccccc3)cc2c1,-6,-8,-1,2,-7,5,-2,-1,-0.7,-6
Cc1cc(C)c(NC(=O)COC(=O)C2CCCO2)c(C)c1 (configuration not stated),6,-4,-1,0,-2,4,-2,-6,-0.7,-10
COc1cccc(C(=O)NCCSc2ccc(Br)cc2)c1,-9,6,1,-8,-12,6,-3,6,1.4,-2
O=C(OCC(=O)N1CCCC1)c1cc(Br)ccc1Cl,-1,-1,2,-4,-2,0,-1,0,1.2,12
O=C(N/N=C/c1ccc([N+](=O)[O-])o1)c1cc(-c2ccncc2)nc2ccccc12,23,8,3,19,17,0,8,-4,-5.3,-1
CCCCNC(=O)CSc1nc2c(sc(=S)n2-c2cc(Cl)ccc2OC)c(=O)[nH]1,3,4,11,44*,-5,0,2,-3,-1.6,-8
COc1ccccc1C(=O)NCC(=O)N/N=C/c1ccc2c(c1)OCO2,1,-5,-5,-2,1,-2,5,3,-1.2,2

# Part of the list above with just TCR CD3 inh.
Compound | TCR CD3 inh
CC(=O)c1cc(F)c(N2CCN(c3ccc([N+](=O)[O-])cc3F)CC2)cc1C | 0
CCOC(=O)C1(Cc2ccc(O)cc2)NC(c2ccco2)C2C(=O)N(c3ccccc3F)C(=O)C21 (configuration not stated) | 7
COc1ccc(OC)c(NC(=O)CCN2CCN(c3ccccc3F)CC2)c1 | -1
